# Nrf2 ARE act = activates Nrf2 signaling; AID 624171; AREc32 ARE-luciferase reporter (MCF7-derived line), luminescence, 24 h; Potency, µM (highest dose often 46.1 µM), for inactives: at the highest dose activation, most hits filed as activators; actives 0.31% (n = 410,000); further: potency means the concentration at half of the fitted maximal effect; % of control where 0% means no effect; nearly all actives have a fitted effect of over 65% in size
#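 Quantitative high-throughput format: AREc32 reporter cells, 1000 per well, received compound by pin transfer and were incubated 24 hr at 37 deg C, 5% CO2, before Steady-Glo luminescence detection.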
# pAkt inh = Akt phosphorylation inhibition. actives 0.32% (n = 360,000). activity change, % for hits at 50 µM. Neuro2A IGF-stimulated pAkt S473 HTRF, 20 min; hits give low values; in the data active means activity change below about -80%; inconclusive means mostly about -51% to -80%; further: on the % scale 0 is the no-effect control and ±100 the full control effect
#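 Single-point screen (50 µM final compound) in Neuro2A cells stimulated 20 min with 6 nM IGF at 37 deg C. After lysis, Ser473-phosphorylated Akt read by HTRF (ex 330 nm, em 615/665 nm) as the 665/615 ratio.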
# MmCpn inh = inhibitors of Methanococcus maripaludis chaperonin (MmCpn). actives 0.031% (n = 330,000). purified Mm-Cpn ATPase, ADP Transcreener TR-FRET. Potency, µM (doses to about 76.9 µM), without a hit: at the top dose activity, negative = inhibition, hits mostly inhibitors; further: potency means the concentration at half of the fitted maximal effect; on the % scale 0 is the no-effect control and ±100 the full control effect; nearly all actives have a fitted effect of over 80% in size
#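 Reaction buffer contained 30 mM Tris pH 7.4, 100 mM KCl, 5 mM MgCl2 and 1 mM DTT. Mm-CPN (25 nM final) hydrolysed 10 uM ATP over 30 min at 37°C; ADP was read by HTRF.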
# EPAC2 ag = EPAC2 (human) agonism; Q8WZA2; EPAC2 activation, biochemical qHTS; response scale: 100% = 6.5 mM cAMP response; Potency, µM (series often up to 154 µM), without a hit: at the highest dose activation, usual class: activators; actives 0.079% (n = 360,000); further: potency means the concentration at half of the fitted maximal effect; nearly all actives have a fitted effect of over 50% in size
# Target sequence (Q8WZA2 whole entry, looked up): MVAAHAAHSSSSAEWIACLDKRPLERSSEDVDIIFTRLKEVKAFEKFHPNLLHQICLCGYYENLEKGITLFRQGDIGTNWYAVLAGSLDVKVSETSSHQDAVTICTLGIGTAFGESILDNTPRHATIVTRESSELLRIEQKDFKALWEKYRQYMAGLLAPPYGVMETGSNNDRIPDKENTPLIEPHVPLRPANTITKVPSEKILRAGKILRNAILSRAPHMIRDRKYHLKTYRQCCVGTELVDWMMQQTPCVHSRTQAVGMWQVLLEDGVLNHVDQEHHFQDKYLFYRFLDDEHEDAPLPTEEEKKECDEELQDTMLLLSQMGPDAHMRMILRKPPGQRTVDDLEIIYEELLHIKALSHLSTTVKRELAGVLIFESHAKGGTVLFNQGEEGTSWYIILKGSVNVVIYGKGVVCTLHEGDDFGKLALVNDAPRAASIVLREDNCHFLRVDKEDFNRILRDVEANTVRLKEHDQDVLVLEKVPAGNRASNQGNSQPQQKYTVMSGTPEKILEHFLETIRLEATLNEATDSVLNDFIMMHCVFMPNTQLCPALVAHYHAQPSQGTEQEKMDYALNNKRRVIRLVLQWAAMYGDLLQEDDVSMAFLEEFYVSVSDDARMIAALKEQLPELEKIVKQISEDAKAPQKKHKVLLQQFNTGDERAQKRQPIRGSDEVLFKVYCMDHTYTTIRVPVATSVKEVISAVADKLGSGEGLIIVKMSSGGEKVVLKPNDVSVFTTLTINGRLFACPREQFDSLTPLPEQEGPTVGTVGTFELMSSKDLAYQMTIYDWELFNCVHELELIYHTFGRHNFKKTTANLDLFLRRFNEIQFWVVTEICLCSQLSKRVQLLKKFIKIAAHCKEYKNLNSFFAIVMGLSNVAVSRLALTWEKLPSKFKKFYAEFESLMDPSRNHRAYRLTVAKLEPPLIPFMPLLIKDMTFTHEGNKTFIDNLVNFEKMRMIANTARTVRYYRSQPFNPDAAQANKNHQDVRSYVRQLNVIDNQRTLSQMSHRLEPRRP
#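 Exchange assay: 100 nM EPAC2 with 250 nM Rap1B-BODIPY-GDP and 50 uM GDP. Fluorescence (ex 480/em 540 nm) read every 5 min for 30 min at room temperature. Data normalized to 6.5 mM cAMP as agonist control.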
# Nrf2 inh = Nrf2 pathway inhibition; A549 ARE-Fluc reporter, luciferase luminescence, 18-24 h; Potency, µM (titrated, usually from 46 µM), for the others: at the top dose activity change, negative = inhibition, usual class: inhibitors; actives 2.1% (n = 360,000); further: potency means the concentration at half of the fitted maximal effect; on the % scale 0 is the no-effect control and ±100 the full control effect; nearly all actives have a fitted effect of over 60% in size
#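 A549 ARE_Fluc cells, 5000/well, 5% FBS OPTI-MEM; compounds in dose-response, 18-24 h at 37 °C/5% CO2; CellTiter-Fluor viability read (Ex 405/Em 525), then BugLite luciferase luminescence = Nrf2 activity.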
# A549 viability = A549 cytotoxicity, counter-screen for Nrf2 inhibitors. A549 ARE-Fluc cells, CellTiter-Fluor viability, 18-24 h. Potency, µM (titrated, usually from 46 µM), for the others: at the top dose activity change, negative = cytotoxicity, usual class: inhibitors. actives 0.16% (n = 390,000); further: potency means the concentration at half of the fitted maximal effect; on the % scale 0 is the no-effect control and ±100 the full control effect
#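 A549 ARE-Fluc cells in 5% FBS OPTI-MEM, 5000 cells/well, rested 2 h then exposed to compounds in concentration-response for 18-24 h at 37 °C. Viability by CellTiter-Fluor fluorescence (Ex 405/Em 525) after 30 min; luciferase luminescence (BugLite, 15 min, RT) read afterwards.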
# CCT modulator = changes cytosolic chaperonin activity. AID 651819. activity change, % (no concentration beside the values), hits read low. actives 0.3% (n = 360,000). purified chaperonin ATPase assay, HTRF ADP detection, 30 min; in the data active means activity change below about -30%; further: on the % scale 0 is the no-effect control and ±100 the full control effect
#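 TRiC at 40 or 20 nM final (batch-dependent) in 30 mM Tris pH 7.4, 100 mM KCl, 5 mM MgCl2, 1 mM DTT, with compound at single 76 uM and 10 uM ATP, 30 min at 37 deg C. ADP detected by HTRF Transcreener, 665/615 ratio.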
# TGFb inhibitor = blocks TGF-b signaling | HepG2 CAGA-GFP TGF-b/SMAD3 reporter, GFP fluorescence, 18 h; TGF-beta stimulated, 500 pg/mL final | Potency, µM (doses to about 46.1 µM), for inactives: top-dose activity, negative = inhibition, hits mostly inhibitors | actives 1.2% (n = 410,000) | AID 588855; further: potency means the concentration at half of the fitted maximal effect; on the % scale 0 is the no-effect control and ±100 the full control effect; nearly all actives have a fitted effect of over 65% in size
#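 HEPG2 CAGA-GFP, 1000 cells/well; 2 h settle, 37 C; cpd via pin tool; TGF-b 500 pg/mL final; 18 h, 37 C; GFP imaging ex488/em500-530; %Activity normalised to -TGF-b and +DMSO controls; CRC fit, curve class.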
# EPAC2 antag = blocks human EPAC2 exchange factor | AID 720708 | Potency, µM (series often up to 114 µM), without a hit: at the highest dose activity, negative = inhibition, actives largely listed as inhibitors | actives 0.18% (n = 360,000) | EPAC2 GEF exchange of Rap1B-BODIPY-GDP, fluorescence | Q8WZA2; further: potency means the concentration at half of the fitted maximal effect; on the % scale 0 is the no-effect control and ±100 the full control effect; nearly all actives have a fitted effect of over 45% in size; many of its hits are not listed in these tables
# * marks the source's active call; other numbers are inactive results; i = inactive; ? = inconclusive; / = no result given; & = joins results of further samples; [ ] = another dose, or the depositor's remark. Unless noted, the call rests on the fitted dose curve; in most records, active means well fitted curve in the direction sought with a large enough effect; inconclusive means small, poorly fitted or top-dose-only effect, or another doubt; inactive means no such curve, though single readings can be large; an effect the other way counts as inactive or inconclusive. The list is partial (hit frequency here may not be typical).
SMILES,Nrf2 ARE act,pAkt inh,MmCpn inh,EPAC2 ag,Nrf2 inh,A549 viability,CCT modulator,TGFb inhibitor,EPAC2 antag
Cc1cccc(OCCSc2nc3c([nH]2)c(=N)ncn3Cc2ccccc2)c1,3.4%,i,1%,-8%,?,-6%,2.6,?,-2%
O=C(NC(=S)Nc1ccccc1Br)C1CC1,3.9%,i,/,3%,16%,6%,1.7,?,-10%
CC(=O)CC(=O)Nc1ncccn1,-0.5%,i,3%,4%,-3%,4%,-1.0,6%,-10%
COc1ccc(CCNS(=O)(=O)c2cc(-c3cc(C)no3)ccc2OC)cc1OC,-0.5%,/,/,/,5%,0%,/,-13%,/
O=C(/C=C/c1ccco1)Nc1nc(-c2ccc(F)c(F)c2)cs1,18%,i,-2%,-4%,-29%,-4%,0.1,?,4%
Cc1ccc2nc(SCC(=O)NC3CCCCC3)nc(=O)n2c1,-0.2%,i,-1%,-4%,-22%,-16%,-0.7,3%,-9%
CC(C)CCn1c(N2CCCC2)nc2c1c(=O)n(C)c(=O)n2C,0.4%,i,1%,-1%,-25%,0%,0.2,-4%,6%
CCC(C)(C)NC(=O)C(c1ccc(F)cc1)N(Cc1cccc(OC)c1)C(=O)c1cnccn1 (stereo not given),-0.5%,i,1%,4%,6%,0%,2.3,0%,-1%
CCCCCCC(=O)Nc1c2c(nc3ccccc13)N(C)CC2,-0.7%,i,/,1%,3%,-5%,-1.8,3%,0%
COc1ccccc1C(=O)NC(=S)Nc1ccc(N2CCOCC2)c(Cl)c1,-0.3%,i,2%,9%,9%,0%,-1.7,15%,3%
O=C(CCN1CCN(S(=O)(=O)c2ccc(Cl)cc2)CC1)Nc1ccc(F)cc1,0.0%,i,1%,-5%,-30%,3%,0.5,?,1%
O=C(NNC(=O)c1ccc(Cl)cc1Cl)c1cccs1,3.8%,i,4%,6%,?,-3%,1.2,-1%,-2%
C=CCNC(=O)c1ccc(Sc2ccccc2)c([N+](=O)[O-])c1,0.9%,i,1%,12%,/,0%,1.2,5%,5%
Cc1nc2scc(C)n2c(=O)c1S(=O)(=O)Nc1ccc(N2CCN(C(=O)C(C)C)CC2)cc1,-0.4%&6.5%,/,3%,6%,0%&12%,1%&-6%,-3.4,-19%&-23%,8%
CCCCOc1cccc(C(=O)NNC(=S)NC2CCCCC2)c1,-0.5%,i,-1%,26%,?,-23%,-6.0,?,-20%

# An excerpt of the results above:
SMILES,Nrf2 ARE act,pAkt inh,MmCpn inh,EPAC2 ag,Nrf2 inh,A549 viability,CCT modulator,TGFb inhibitor,EPAC2 antag
Cc1cccc(OCCSc2nc3c([nH]2)c(=N)ncn3Cc2ccccc2)c1,3.4%,i,1%,-8%,?,-6%,2.6,?,-2%
O=C(NC(=S)Nc1ccccc1Br)C1CC1,3.9%,i,/,3%,16%,6%,1.7,?,-10%

# Among those listed so far, 3 contain an aryl thioether with sulfur outside any ring.
SMILES,Nrf2 ARE act,pAkt inh,MmCpn inh,EPAC2 ag,Nrf2 inh,A549 viability,CCT modulator,TGFb inhibitor,EPAC2 antag
Cc1cccc(OCCSc2nc3c([nH]2)c(=N)ncn3Cc2ccccc2)c1,3.4%,i,1%,-8%,?,-6%,2.6,?,-2%
Cc1ccc2nc(SCC(=O)NC3CCCCC3)nc(=O)n2c1,-0.2%,i,-1%,-4%,-22%,-16%,-0.7,3%,-9%
C=CCNC(=O)c1ccc(Sc2ccccc2)c([N+](=O)[O-])c1,0.9%,i,1%,12%,/,0%,1.2,5%,5%

# Additional records:
SMILES,Nrf2 ARE act,pAkt inh,MmCpn inh,EPAC2 ag,Nrf2 inh,A549 viability,CCT modulator,TGFb inhibitor,EPAC2 antag
COc1ccc(-c2nn(-c3ccccc3)cc2C(=O)NC2CC2)cc1,2.8%,i,1%,3%,5%,-3%,1.7,-4%,-7%
CC(C)(C)Sc1ccccc1S(=O)(=O)C(C)(C)C,-0.4%,i,0%,1%,?,-1%,-1.7,-10%,-12%
COc1ccc(S(=O)(=O)N(CC(=O)NC(C)c2ccccc2)c2ccc(C)cc2)cc1OC (stereo not given),-5.1%,/,/,/,7%,-1%,/,?,/
Cc1ccc(-n2cccc2/C=C2/C(=N)N3C(=NC2=O)SN=C3S(C)(=O)=O)cc1Cl,-0.2%,i,1%,-4%,8%,-29%,-0.3,1%,-10%
CCOc1ccccc1NC(=O)C1CCCN(S(C)(=O)=O)C1 (stereo not given),0.3%,i,-3%,2%,-1%,3%,-4.1,24%,-3%
Cc1sc2nc(SCc3nc(-c4cccs4)no3)n(-c3ccccc3)c(=O)c2c1C,-1.5%,i,1%,7%,?,-11%,-28,?,-3%
COc1cc(C2C(C(=O)Nc3ccc(Cl)cc3)=C(C)Nc3nc(SC)nn32)cc(OC)c1OC (stereo not given),-0.4%,/,/,/,2%,-3%,/,39%[activator],/
CC(=O)Nc1ccc(C(=O)NCCCOC(C)C)cc1,0.2%,i,2%,-2%,1%,0%,-1.4,-3%,0%
COc1cc(OC)cc(C(=O)Nc2ccc3oc(-c4cccc5c(Br)cccc45)nc3c2)c1,-0.3%,/,/,/,2%,5%,/,-1%,/
Clc1ccc(CSc2ccc(-c3cccs3)nn2)cc1,0.6%,/,/,/,?,-1%,/,?,/
COc1ccc(OC(=O)COc2ccc(C)cc2)cc1,0.0%,i,1%,-1%,4%,-2%,-2.9,-14%,-7%
COC(=O)c1sccc1S(=O)(=O)N(CC(=O)Nc1ccccc1F)c1ccccc1,0.8%,/,/,/,1%,11%,/,-10%,/
COc1cccc(OC)c1C(=O)Nc1sc2c(c1C#N)CCC2,0.3%,i,-2%,-3%,3%,-10%,-4.0,4%,4%
CC(C)c1ccc(N(CC(=O)NCCCN2CCOCC2)S(=O)(=O)c2ccccc2)cc1,0.7%,i,4%,-7%,4%,-6%,3.4,5%,15%
CC(OC(=O)CCCc1nc2ccccc2s1)C(N)=O (stereo not given),-0.1%,i,-1%,1%,/,0%,-0.5,-7%,1%
Cc1cc(OCC(=O)C(C)(C)C)c2c(-c3ccccc3)cc(=O)oc2c1,-0.1%,i,-2%,30%,-8%,1%,-2.9,-13%,?
O=c1cc(CCl)nc(Cc2c(Cl)cccc2Cl)[nH]1,?,i,/,8%,-26%,-6%,0.0,-9%,12%
CCN(CC)C(=O)Cn1cc(S(=O)(=O)CC(=O)Nc2ccccc2C)c2ccccc21,-0.2%,i,/,3%,13%,-9%,-1.3,2%,12%
CC[C@@H]1Cc2[nH][nH]c(=O)c2[C@H](c2ccc(Cl)cc2)O1,0.0%,i,/,2%,/,/,1.3,/,5%
Cc1cc(-n2nnc3ccccc32)nc2ccccc12,9.5%,i,-3%,9%,?,-11%,-1.2,8%,-2%
Cc1ccc(NC(=O)CN(C)C(=O)COc2ncnc3ccc(Br)cc23)cc1,0.2%,i,-29%,0%,-2%,-11%,0.1,0%,3%
O=C(NCc1ccccc1)c1cccc2c1C(=O)c1ccc(/C=C/c3ccccc3)cc1S2(=O)=O,-0.9%,i,-5%,19%,?,2%,-2.4,-10%,7%
COc1c2ccoc2cc2oc(C)cc(=O)c12,1.0%,i,/,7%,-7%,-3%,-0.1,4%,9%
Brc1ccc(-c2csc(N3CCC(c4ccccc4)C3)n2)cc1 (stereo not given),-0.8%,i,1%,19%,-17%,-16%,1.4,20%,-2%
CCN(CC)S(=O)(=O)c1cccc(NC(=O)CN2C(=O)NC3(CCOc4ccccc43)C2=O)c1 (stereo not given),2.8%,i,-1%,11%,?,1%,1.6,0%,11%
CN(CCc1ccccn1)C(=O)CCc1nnc(CCCc2ccccc2)o1,0.1%,i,3%,6%,?,7%,0.9,-2%,3%
Fc1ccc(-c2cc(-c3nc(-c4cccc(Cl)c4)no3)[nH]n2)cc1,0.1%,/,/,/,-3%,0%,/,24%,/
CC(Oc1ccccc1)C(=O)Nc1nc(-c2ccncc2)cs1 (stereo not given),2.3%,i,1%,8%,3%,0%,0.6,20%,-7%
NC1=NC2(CCN(Cc3ccccc3)CC2)n2c(nc3ccccc32)N1,-0.2%,i,-1%,-7%,20%,0%,1.5,5%,9%
Cc1ccc(C(=O)NC(C)c2ccc(-n3ccnc3)cc2)c(C)c1 (stereo not given),0.2%,i,3%,5%,3%,-2%,1.2,0%,1%
CCOCCCNC(=O)c1cc(Sc2ccc(F)cc2)nc2ccccc12,4.9%,i,?,-9%,10%,7%,2.5,-7%,20%
C[C@H](CO)N1C[C@H](C)[C@@H](CN(C)S(C)(=O)=O)Oc2ccc(NS(=O)(=O)c3ccccc3)cc2C1=O,0.4%,i,2%,2%,9%,-6%,2.3,?,-6%
CCCC(=O)N(CCN1CCOCC1)c1nc2c(F)cc(F)cc2s1,-0.1%,i,-1%,10%,13%,8%,-1.2,2%,3%
Cc1ccc(-n2nc(C)c3c(C(=O)Nc4ccccc4C(F)(F)F)cc(C)nc32)cc1,3.0%,/,/,/,11%,1%,/,-3%,/
CCOc1ccccc1CNC(=O)c1cc2oc3ccccc3c2n1C,-0.5%,i,-4%,10%,?,1%,-3.3,3%,-6%
Cc1c(C(=O)N2CCN(c3ncccn3)CC2)oc2c(Cl)cccc12,0.1%,i,-3%,7%,-27%,3%,0.5,-12%,14%
O=C(NCc1ccc(Cl)cc1)C(=O)NCC(c1cccnc1)N1CCN(c2ccc(F)cc2)CC1 (stereo not given),4.5%,i,0%,-2%,21µM*,-21%,-1.7,-15%,1%
CC(=O)c1cccc(NC(=O)COc2cc(C)on2)c1,3.6%,i,-3%,13%,25%,11%,-1.4,44%[activator],3%

# Compound activity deposited in PubChem BioAssay by National Center for Advancing Translational Sciences (NCATS).
